G9a block: qHTS Assay for Inhibitors of Histone Lysine Methyltransferase G9a. hit rate 8.8% among 350,000. Histone-lysine N-methyltransferase EHMT2 (Homo sapiens), Q96KQ7. G9a H3K9 monomethylation, AlphaScreen, 2 h. AID 504332, 2011. Potency, µM (doses to about 102 µM), for inactives: at the highest dose activity, negative = inhibition, most hits filed as inhibitors; also: potency is read from the fitted curve at half-maximal effect; % is scaled to controls: 0 for no effect and ±100 for the full control effect; nearly all actives have a fitted effect of over 75% in size
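Readings reflect AlphaScreen signal from monomethyl-H3K9 antibody detection. HMT at 20 nM; substrate b-H3K9 500 nM; cofactor SAM 20 uM; 2 h RT reaction; compounds tested as titrations in qHTS with 15 min preincubation.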
HP1b binding inh: HTS for Inhibitors of HP1-beta Chromodomain Interactions with Methylated Histone Tails | Chromobox protein homolog 1 (Homo sapiens), P83916 | AlphaScreen HP1-beta / biotin-H3K9me3 peptide binding | Potency, µM (series often up to 114 µM), without a hit: at the highest dose activity change, negative = inhibition, hits mostly inhibitors | hit rate 0.56% among 390,000 | AID 540317, 2011; also: potency is read from the fitted curve at half-maximal effect; nearly all actives have a fitted effect of over 70% in size; inactives centre near 23
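Compound inhibition of the preformed complex between 50 nM HP1-beta and 50 nM biotinylated H3K9me3 peptide was read by AlphaScreen. Buffer was PBS pH 7.4 with 0.01% Tween-20. Incubations ran 30 min at room temperature, with 10 ug/mL donor/acceptor beads.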
RGS4 inh: Inhibitors of Regulator of G Protein Signaling (RGS) 4: qHTS | hit rate 0.039% among 390,000 | AID 504845, 2011 | Potency, µM (top dose mostly 114 µM), for the others: at the highest dose activity change, negative = inhibition, most hits filed as inhibitors | Regulator of G-protein signaling 4 (Homo sapiens), P49798 | Transcreener GDP fluorescence polarization, RGS4-accelerated GTP hydrolysis; also: potency is read from the fitted curve at half-maximal effect; % is scaled to controls: 0 for no effect and ±100 for the full control effect; nearly all actives have a fitted effect of over 75% in size; some results filed as inactive show a strong effect at the top dose
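MLSMR compounds (23 nl, pin-transferred) preincubated 10 min at room temperature with a 500nM (2x) first reagent, then RGS4 at 900nM (2x) plus Transcreener GDP mix added; fluorescence polarization (620/688 nm) read before and after 90 min at 30 °C.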
12-LOX inh: Primary qHTS assay for inhibitors of human arachidonate 12S-lipoxygenase (ALOX12): Round 2 | purified 12hLO, xylenol orange hydroperoxide absorbance | hit rate 1.1% among 580,000 | AID 1671190, 2021 | Potency, µM (top dose mostly 108 µM), for inactives: top-dose activity change, negative = inhibition, usual class: inhibitors; also: potency is read from the fitted curve at half-maximal effect; % is scaled to controls: 0 for no effect and ±100 for the full control effect
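Purified human 12hLO (150 nM final) in 25 mM Hepes, 0.01% Triton X-100, pH 7.0 was preincubated 15 min at room temperature with compound. Then 40 uM arachidonic acid was added, 30 min. Hydroperoxide was read by Fe-XO absorbance ratio 573/405 nm.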
ERG-DNA inh: qHTS for Small Molecule Inhibitors of the ERG Ets/DNA interaction; Transcriptional regulator ERG (Homo sapiens), P11308; fluorescence polarization, His-ERG Ets domain / labelled DNA; Potency, µM (titrated, usually from 76.9 µM), without a hit: at the highest dose FP activity, negative = inhibition, most hits filed as inhibitors; hit rate 0.028% among 370,000; AID 624246, 2012; active = well fitted inhibition curve with a large enough effect in the polarisation, with a control signal flat; inconclusive = small, poorly fitted or top-dose-only effect, or effect the other way, or a change in a side signal; inactive = no such curve, though single readings can be large or run the other way; the % refers to the polarisation;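 also: polarization taken with two DNA probes labelled with fluorescein and Texas red; potency is read from the fitted curve at half-maximal effect; % of control where 0% means no effect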
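His-tagged ERG Ets domain (1 uM in the protein solution; 300mM KCl, 50mM Tris-HCl, 1mM EDTA, 1mM DTT, pH 7.5) received compound, then a probe mix of 5 nM fluorescein-DNA and 100nM Texas-615-DNA. Fluorescence polarization was read for both dyes.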
BAZ2B block: qHTS Assay for Inhibitors of BAZ2B | hit rate 4.4% among 360,000 | Potency, µM (titrated, usually from 114 µM), for inactives: at the highest dose activity change, negative = inhibition, usual class: inhibitors | AID 504333, 2011 | AlphaScreen BAZ2B-H3K14Ac peptide displacement | Bromodomain adjacent to zinc finger domain protein 2B (Homo sapiens), Q9UIF8; also: potency is read from the fitted curve at half-maximal effect; % is scaled to controls: 0 for no effect and ±100 for the full control effect; nearly all actives have a fitted effect of over 60% in size
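BAZ2B 50 nM plus b-H3(5-23)K14Ac 50 nM, PBS pH 7.4/0.01% Tween-20, 30 min RT; compound added (max 110 uM), 30 min RT; streptavidin donor/Ni-chelate acceptor beads 10 ug/mL final, 20 min dark; AlphaScreen read.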
GLS inhibitor: qHTS for Inhibitors of Glutaminase (GLS). hit rate 0.21% among 410,000. GLS enzymatic activity, qHTS titration. Potency, µM (top dose mostly 45.5 µM), inactives show top-dose activity change, negative = inhibition, actives largely listed as inhibitors; also: potency is read from the fitted curve at half-maximal effect; % is scaled to controls: 0 for no effect and ±100 for the full control effect
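hKGA; 45 mM KH2PO4 pH 8.2 + 0.02% Tween-20; cpd via pin tool; 1 mM Gln soln; GluOx/HRP/Amplex Red; RT 30 min; fluor. t0 & final.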
JMJD2A Tudor inh: qHTS Assay for Inhibitors of JMJD2A-Tudor Domain. Potency, µM (top dose mostly 114 µM), for inactives: at the highest dose activity change, negative = inhibition, most hits filed as inhibitors. hit rate 4.4% among 390,000. AlphaScreen JMJD2A-Tudor / H3K4me3 peptide binding. Lysine-specific demethylase 4A (Homo sapiens), O75164; also: potency is read from the fitted curve at half-maximal effect; % is scaled to controls: 0 for no effect and ±100 for the full control effect; nearly all actives have a fitted effect of over 50% in size
Target sequence (O75164 whole entry, looked up, the tested form may be a part): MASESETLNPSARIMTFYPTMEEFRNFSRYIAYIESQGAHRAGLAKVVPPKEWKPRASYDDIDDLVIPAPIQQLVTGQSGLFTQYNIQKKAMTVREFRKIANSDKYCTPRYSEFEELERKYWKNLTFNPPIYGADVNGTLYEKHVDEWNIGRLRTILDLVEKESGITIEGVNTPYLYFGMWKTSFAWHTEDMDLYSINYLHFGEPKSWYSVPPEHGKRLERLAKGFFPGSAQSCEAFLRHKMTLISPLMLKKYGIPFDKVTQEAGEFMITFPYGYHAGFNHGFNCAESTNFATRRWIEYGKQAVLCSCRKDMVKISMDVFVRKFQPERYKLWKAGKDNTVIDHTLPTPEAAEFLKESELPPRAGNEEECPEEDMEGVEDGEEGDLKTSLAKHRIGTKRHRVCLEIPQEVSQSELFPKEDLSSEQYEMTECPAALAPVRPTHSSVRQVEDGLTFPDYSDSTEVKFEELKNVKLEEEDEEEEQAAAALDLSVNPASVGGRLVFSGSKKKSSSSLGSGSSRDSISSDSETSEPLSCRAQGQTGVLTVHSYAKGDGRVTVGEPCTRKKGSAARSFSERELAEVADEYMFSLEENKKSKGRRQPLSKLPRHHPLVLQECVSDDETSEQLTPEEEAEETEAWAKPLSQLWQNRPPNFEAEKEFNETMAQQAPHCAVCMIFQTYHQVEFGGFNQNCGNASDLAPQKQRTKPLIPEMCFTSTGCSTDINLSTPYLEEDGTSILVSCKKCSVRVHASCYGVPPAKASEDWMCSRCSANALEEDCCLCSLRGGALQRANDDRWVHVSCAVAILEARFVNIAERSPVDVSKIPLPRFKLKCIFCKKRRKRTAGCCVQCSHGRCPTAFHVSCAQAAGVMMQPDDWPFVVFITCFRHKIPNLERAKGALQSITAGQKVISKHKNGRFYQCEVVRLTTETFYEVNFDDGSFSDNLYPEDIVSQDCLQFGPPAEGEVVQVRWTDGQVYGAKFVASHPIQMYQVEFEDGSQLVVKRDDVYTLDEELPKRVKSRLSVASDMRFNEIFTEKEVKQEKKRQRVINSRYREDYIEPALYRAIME
PI4K2A block: qHTS for small molecular inhibitors of PI4K2A. Phosphatidylinositol 4-kinase type 2-alpha (Homo sapiens), Q9BTU6. purified PI4K2A, ADP-Glo luminescence, 1 h; hits give low values. activity change, negative = inhibition, % at 76.9 µM. hit rate 0.13% among 420,000. AID 1346378, 2018; in the data active = activity change below about -50%; inconclusive = mostly about -30% to -49%;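 also: -100% = wells without enzyme as full effect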
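PI4K2A activity was measured by ADP-Glo luminescence: enzyme (4 ug/mL stock) and phosphatidylinositol (1.2 mM stock) in Tris pH 7.5/MgCl2/EGTA/Triton X-100 buffer were reacted with ATP (300 microM stock) for one hour at ambient temperature.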
The depositor's hits bear a star; ? = inconclusive; / = not tested or not shown; [ ] = remark or other dose. Unless noted, calls follow the shape of the dose curve; as a rule, active = well fitted curve in the direction sought with a large enough effect; inconclusive = small, poorly fitted or top-dose-only effect, or another doubt; inactive = no such curve, though single readings can be large; an effect the other way counts as inactive or inconclusive. Not all compounds are listed; count on the stated rates, not on these rows.

SMILES,G9a block,HP1b binding inh,RGS4 inh,12-LOX inh,ERG-DNA inh,BAZ2B block,GLS inhibitor,JMJD2A Tudor inh,PI4K2A block
CC1CC(C)(C)CC2(C1)NC(=O)N(CC(=O)Nc1cc([N+](=O)[O-])ccc1F)C2=O (stereo not drawn),17%[12.7 µM],15%,28%,?,1%,4%,-2%,-25%,2
Cc1ccc(OCC(=O)Nc2ccc(S(=O)(=O)N(Cc3ccccc3)c3ccccc3)cc2)cc1,-24%[59 µM],24%,21%,-8%,-1%,-9%,0%,-7%,0
COc1ccc(C(=O)NCC(=O)NCC2COc3ccccc3O2)cc1 (stereo not drawn),11%[59 µM],19%,-11%,0%,-2%,16%,-6%,-4%,-11
O=C(CCC(=O)N1CCOc2ccc(Cl)cc21)NCCCN1CCC(Cc2ccccc2)CC1,12%,22%,-5%,-13%,1%,-37%,-1%,-26%,2
CC(=O)N1N=C(c2ccc(C)cc2)CC1c1ccco1 (stereo not drawn),-51%,26%,-12%,-4%,2%,-39%,2%,-19%,2
CCOC(=O)CC1COc2ccccc2N1C(=O)c1cccc([N+](=O)[O-])c1 (stereo not drawn),5%,-7%,11%,/,6%,-21%,1%,-17%,0
O=C(NCCCc1nc2ccccc2n1Cc1ccc(F)cc1)C1CCCCC1,5%[59 µM],8%,0%,-8%,2%,-3%,2%,-18%,1
Cc1ccc(Sc2c(C(=O)NCc3cccc(F)c3)[nH]c3ccccc23)cc1,?,37%,-15%,-16%,9%,1%,2%,-10%,6
COc1ccc(NC(=O)CNS(=O)(=O)c2ccc(Cl)cc2)cc1,?,11%,-30%,?,-5%,3%,9%,-10%,6
O=C(N/N=C\c1ccc(Cl)s1)C1COc2ccccc2O1 (stereo not drawn),-1%,45%[activator],5%,143%[activator],-1%,-10%,13%,-13%,-1
CC(C)CNS(=O)(=O)c1ccc(CCC(=O)N2CCC(C(N)=O)CC2)cc1,8%,24%,6%,8%,6%,5%,6%,-10%,11
Cc1ccc(C)c(S(=O)(=O)N2CCN(C(=O)c3sccc3C)CC2)c1,1%,43%,-21%,12%,/,-6%,-11%,8%,5
CC(=NCCN1CCN(C(C)=C2C(=O)c3ccccc3C2=O)CC1)C1=C(O)CC(C)(C)CC1=O,?,58%[activator],-12%,5%,-13%,-2%,4%,-3%,-2
CCCCCCCCCCNC(=O)C(=O)Nc1ccccn1,?,44%[activator],26%,/,-12%,-6%,-12%,-4%,-8
O=C(COC(=O)CN1C(=O)C2CCCCC2C1=O)NNC(=O)c1ccc(Cl)cc1 (stereo not drawn),4%,44%[activator],-13%,1%,3%,-4%,9%,-8%,3
Cc1nc2ccccc2n1CC(=O)NCCN1CCCC1,-8%[59 µM],32%,7%,0%,-13%,-5%,5%,-10%,1
O=C(CN1CCN(Cc2ccc(F)cc2)CC1)Nc1nc2ccccc2s1,?,28%,3%,-5%,8%,-33%,0%,?,-1
CCCNC(=O)c1ccc(Cn2cc(-c3ccc(OC)cc3)nc2C(C)N)cc1 (stereo not drawn),10%[2.33 µM],28%,14%,41%[activator],-1%,-7%,1%,-26%,-2
CCOc1ccccc1OCC(=O)Nc1ccc(OC)c(S(=O)(=O)N2CCCCC2)c1,-31%,15%,-23%,12%,2%,5%,1%,-27%,0
COCCNC(=O)Cn1c(=O)n(Cc2ccc(C(=O)NCc3ccco3)cc2)c(=O)c2ccccc21,-46%,25%,11%,15%,-1%,-38%,-1%,-5%,4
Cc1csc(NC(=O)COc2ccc3c(c2)CCC3)n1,13%[59 µM],31%,-27%,-5%,17%,0%,-3%,-4%,-8
Cc1cc(C(=O)C(C)OC(=O)c2cnccn2)c(C)n1-c1ccccc1 (stereo not drawn),56µM*,-12%,10%,-3%,-5%,25µM*,-6%,?,1
CCC1([N+](=O)[O-])COC(c2ccc(OC)cc2)OC1 (stereo not drawn),/,4%,16%,-14%,-16%,/,1%,3%,5
COc1cccc(NC2=C(Cl)C(=O)OC2OC(=O)c2ccco2)c1 (stereo not drawn),-34%,-22%,2%,-20%,14%,0%,8%,-13%,1
CCOC(=O)c1c(C)[nH]c(C(=O)COC(=O)c2cnc(C)cn2)c1C,-3%[2.33 µM],33%,-16%,?,0%,-3%,-4%,-6%,1
COCCn1c(SCC(=O)Nc2cccc(C)c2)nnc1C(C)C,6%,28%,-20%,-10%,-3%,15%,-13%,6%,9
CCCCCCNC(=O)c1c(O)c2cccc3c2n(c1=O)CCC3,3%[2.33 µM],220%[activator],29%,-4%,0%,30%,5%,123%[activator],2
CCC(C)(C)n1nnnc1C(c1cccc(C#N)c1)N1CCN(c2cc(C)ccc2C)CC1 (stereo not drawn),17%[59 µM],14%,1%,2%,1%,-5%,-15%,-3%,-4
COc1ccc(NC(=O)CSc2nc3c(c(=O)n2-c2ccc(C)cc2)SCC3)c(OC)c1,?,-12%,-6%,-29%,22%,-4%,-6%,-35%,11
CC1CN(C(=O)CN2C(=O)NC(C)(c3ccccc3)C2=O)CC(C)O1 (stereo not drawn),6%[2.33 µM],23%,-4%,-31%,6%,10%,-3%,-4%,2
O=C(CN1CCCCC1)NCC(=O)Nc1ccc(F)c(F)c1F,-2%[2.33 µM],47%[activator],-22%,3%,-1%[15.4 µM],2%,0%,4%,-3
O=C(CSc1nnc(-c2ccc(Cl)cc2)n1Cc1ccco1)NCc1ccc2c(c1)OCO2,-27%[59 µM],-12%,-11%,-4%,-17%,?,9%,?,-18
COc1ccc(CNC(=O)COC(=O)C2CCN(S(=O)(=O)c3ccccc3C(F)(F)F)CC2)cc1,-6%[59 µM],16%,-27%,-15%,0%,-7%,4%,-3%,-1
C/C(Cc1ccccc1)=N/NC(=O)CCCC(=O)N/N=C(/C)Cc1ccccc1,-23%,53%[activator],14%[11.4 µM],3%,20%,-22%,14%,1%,-1
O=C(NCC(=O)N(c1cccnc1)C(C(=O)NC1CCCCC1)c1ccccc1)c1ccco1 (stereo not drawn),-6%,30%,-2%,-8%,-1%,9%,-9%,-1%,-4
COc1ccccc1-c1nc2c(c(SCC(=O)N3CCCCC3)n1)Cc1c(CO)cnc(C)c1O2,?,24%,-39%,?,-9%,?,7%,-29%,-16
CCCCCCCCCC[n+]1cccc(C(=O)N(CC)CC)c1,?,30%,7%,-9%,8%,-18%,-1%,-10%,2
COc1cc(/C=N/NC(=O)C(Cc2c[nH]c3ccccc23)NC(=O)OCc2ccccc2)cc([N+](=O)[O-])c1O (stereo not drawn),8.9µM*,?,-31%,?,8%,45µM*,-5%,40µM*,-8
CCn1c(=O)c(C(=O)NNC(=O)c2ccccc2F)c(O)c2ccccc21,4%[12.7 µM],31%,16%,24%,-7%,1%,11%,-10%,-3
COc1ccc(C2(C)NC(=O)N(CC(=O)NC3CCCC3)C2=O)cc1OC (stereo not drawn),-1%[12.7 µM],51%[activator],17%,-5%,-10%,15%,-3%,-9%,-8
CCCC(=O)Nc1ccccc1N1CCN(C(=O)c2ccccc2)CC1,18%,45%[activator],-48%,7%,-4%,-2%,-3%,-12%,7
COCCn1nnnc1C(c1cc2cc(OC)c(OC)cc2[nH]c1=O)N1CCN(c2ccc(O)cc2)CC1 (stereo not drawn),/,?,?,?,-4%,28µM*,-19%,56µM*,-13
Cc1ccc(C(=O)Nc2ccc3oc(-c4ccccc4C)nc3c2)cc1,2%[59 µM],51%[activator],-7%,?,5%,-12%,-2%,-3%,0
CC(C)CNC(=S)N(Cc1ccco1)Cc1cc2cc3c(cc2[nH]c1=O)OCCO3,5%[59 µM],15%,-33%,?,11%,9%,2%,-11%,1

High-throughput results deposited in PubChem BioAssay by National Center for Advancing Translational Sciences (NCATS).
